Screens (PubChem)
ANO1 activ – mouse TMEM16A channel activation, primary screen | Q8BHY3 | 0.3% of 340,000 active | HEK293 TMEM16A/YFP-H148Q/I152L, iodide quench fluorescence; stronger effect = lower value | B-score at 10 µM;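 active = fluorescence-ratio B-score plate-corrected deviation score at least 3 library SD below zero, with starting fluorescence score within 5 deviations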;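 also: channel opened by trigger with iodide after compound preincubation; score built on the fluorescence ratio of max minus min over baseline; more negative score means more quench and so TMEM16A activation or potentiation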
Target sequence (Q8BHY3 whole entry, looked up): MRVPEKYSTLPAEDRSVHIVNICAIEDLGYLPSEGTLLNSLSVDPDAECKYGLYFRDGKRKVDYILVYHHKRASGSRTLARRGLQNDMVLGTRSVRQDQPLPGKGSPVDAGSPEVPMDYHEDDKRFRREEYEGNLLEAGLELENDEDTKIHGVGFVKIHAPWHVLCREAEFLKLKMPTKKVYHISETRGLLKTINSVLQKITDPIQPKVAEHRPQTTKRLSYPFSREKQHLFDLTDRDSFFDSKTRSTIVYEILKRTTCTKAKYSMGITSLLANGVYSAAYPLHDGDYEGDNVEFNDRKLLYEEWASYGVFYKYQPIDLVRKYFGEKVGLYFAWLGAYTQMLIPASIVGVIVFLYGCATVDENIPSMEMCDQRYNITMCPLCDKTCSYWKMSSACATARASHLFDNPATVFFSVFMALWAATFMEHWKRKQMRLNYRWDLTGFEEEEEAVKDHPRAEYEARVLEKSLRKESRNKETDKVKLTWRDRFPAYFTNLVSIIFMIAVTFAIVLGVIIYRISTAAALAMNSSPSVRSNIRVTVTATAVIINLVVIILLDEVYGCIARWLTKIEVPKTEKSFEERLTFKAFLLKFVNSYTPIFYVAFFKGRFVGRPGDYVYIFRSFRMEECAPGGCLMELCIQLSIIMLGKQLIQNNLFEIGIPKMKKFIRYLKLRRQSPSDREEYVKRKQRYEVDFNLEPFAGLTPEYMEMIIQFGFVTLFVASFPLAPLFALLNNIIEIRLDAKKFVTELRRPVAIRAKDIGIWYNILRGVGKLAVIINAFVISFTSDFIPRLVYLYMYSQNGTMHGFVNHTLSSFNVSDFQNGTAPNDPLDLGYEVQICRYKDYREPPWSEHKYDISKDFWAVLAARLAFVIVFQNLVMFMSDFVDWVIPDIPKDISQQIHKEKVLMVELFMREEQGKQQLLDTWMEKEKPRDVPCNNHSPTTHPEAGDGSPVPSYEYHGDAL
MrgX1 antag – human MrgX1 receptor antagonism, primary screen; 1.3% of 310,000 active; MRGX1-HEK293 calcium flux, Fluo-4, BAM8-22 antagonism; stronger effect = lower value; B-score at 10 µM; Q96LB2;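 active = calcium-response B-score plate-corrected more than 3 library SD below zero, starting fluorescence within 5 deviations, no agonist response on first addition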;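 also: peak minus trough fluorescence over baseline after final BAM8-22 challenge near maximal dose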
MrgX1 ag – agonists of human MrgX1 receptor; MrgX1-HEK293 cells, Fluo-4 calcium fluorescence, agonist mode; stronger effect = higher value; B-score at 10 µM; 0.44% of 310,000 active; AID 588627;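 active = calcium response B-score plate-corrected fluorescence ratio at least 3 library SD, with starting fluorescence B-score inside 5 SD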
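Test system: HEK293 cells stably expressing human MrgX1 receptor; amount: 15,000 cells per well; doses: compound delivered in addition one of three; times: overnight plating before 1 h dye loading; detection: Fluo-4 NW calcium-flux fluorescence, kinetic read; read-out basis: B-scored fluorescence response ratio; controls: positive and negative controls per plate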
TRPC6 act – mouse TRPC6 channel activation; AID 2550; Q61143; B-score at 10 µM; 0.13% of 310,000 active; HEK293-TRPC6 membrane potential dye fluorescence; stronger effect = higher value;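 active = B-score of the integrated fluorescence ratio above library mean plus 3 SD, and starting fluorescence ratio within library mean plus 5 SD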;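 also: higher score means more depolarization so channel activation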
TRPC6 inh – inhibitors of mouse TRPC6 channel; 1.1% of 310,000 active; Q61143; B-score at 10 µM; HEK293-TRPC6, membrane potential dye, ACh-evoked depolarization; stronger effect = lower value;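 active = B-score under library mean minus 3 SD, initial fluorescence not abnormally high, positive integrated signal ratio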;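 also: B-score derived from integrated fluorescence ratio over the kinetic read; more negative B-score means stronger inhibition of depolarization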
MrgX1 allo act – allosterically activates human MrgX1 receptor signaling | MrgX1-HEK293, Fluo-4 calcium flux, FDSS; stronger effect = higher value | B-score at 10 µM | Q96LB2 | 0.63% of 310,000 active;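 active = plate-corrected calcium response at least 3 library SD above typical, normal starting fluorescence, not activating the receptor alone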;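 also: compound read alongside a low EC10 to EC30 dose of BAM8-22 agonist; peak minus trough fluorescence over baseline measured at the second addition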
HDAC3 inh – blocks human histone deacetylase 3 | recombinant HDAC3, fluorogenic peptide/trypsin coupled, fluorescence | inhibition, % at 8.3 µM | O15379 | 0.15% of 320,000 active; in the data active = inhibition above about 26%, passing the limit was not always enough; inconclusive = no clear call, values can overlap the other calls
RGS4 block – inhibitors of human RGS4; HEK293 M3R/RGS4 inducible, Fluo-4 calcium flux; stronger effect = higher value; triggered by carbachol at its EC20; B-score at 10 µM; 0.45% of 310,000 active;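 active = B-score, a plate-corrected calcium signal, over three deviations above library mean, with baseline fluorescence within five deviations of library mean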;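 also: RGS4 expression induced by doxycycline in cells with stable M3 receptor; B-score is computed from the integrated fluorescence ratio over baseline after carbachol; higher B-score means a larger calcium signal and so more RGS4 inhibition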
SKKanGAS inh – SKKanGAS growth inhibition; S. pyogenes SKKanGAS, kanamycin growth, BacTiter-Glo, 6 h; AID 1662; inhibition, % at 7.5 µM; 1.3% of 300,000 active;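 active = mean replicate score, as percent of positive control median, at least 50; inconclusive = mean below 50 but one replicate at or above 50; inactive = mean and every replicate below 50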;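 also: strain carries kanamycin resistance gene driven by streptokinase promoter and grows in 40 µg/ml kanamycin; loss of luminescence reflects streptokinase promoter inhibition or plain growth inhibition; 0% = median of DMSO wells and 100% = positive control at its reference dose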
RGS4 pot – RGS4 potentiation or activation. HEK293 M3R/inducible RGS4, carbachol calcium flux Fluo4; stronger effect = lower value. 0.92% of 310,000 active. B-score at 10 µM;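 active = B-score of the integrated calcium signal more than 4 SD below the library mean, with starting fluorescence not abnormally high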;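 also: negative B-score means reduced calcium response which marks RGS4 activation or potentiation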
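Assay system: Inducible-RGS4 HEK293 cells carrying M3 receptor | Schedule: Compound preincubation 20 min at room temperature before agonist | Signal: Kinetic calcium fluorescence imaging with Fluo4-AM dye, 2 µM | Read-out basis: B score from integrated fluorescence ratio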
ANO1 block – inhibitors of mouse TMEM16A calcium-activated chloride channel. normalized B-score (activity score, 25-100; higher = stronger inhibition) at 10 µM. HEK293 TMEM16A/YFP iodide influx fluorescence, ionomycin. Q8BHY3. 1.2% of 310,000 active;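 active = ratio plate-corrected score three or more library SD toward inhibition, starting fluorescence score within five deviations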;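 also: score derived from kinetic fluorescence span divided by baseline fluorescence per well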
Active calls of the source: *; i = inactive; ? = inconclusive; · = no result given.

SMILES	ANO1 activ	MrgX1 antag	MrgX1 ag	TRPC6 act	TRPC6 inh	MrgX1 allo act	HDAC3 inh	RGS4 block	SKKanGAS inh	RGS4 pot	ANO1 block
COc1ccc([N+](=O)[O-])cc1NC(=O)C(C)OC(=O)C1CCC1 (stereo unspecified)	i	i	i	i	i	i	·	i	-1	i	i
COc1cccc(NC(=O)C(Cc2ccccc2)n2cccc2)c1 (stereo unspecified)	i	i	i	i	i	i	13	i	3	i	i
S=c1[nH]nc(CCc2ccccc2)n1Cc1ccccc1	i	i	i	i	i	i	?	i	17	i	i
O=C(CN1C(=O)c2cccc3cccc1c23)Nc1ccc(S(=O)(=O)N2CCOCC2)cc1	i	i	i	i	i	i	6	i	10	i	i
Cc1ccc(C(=O)N/C(=C\c2ccccc2)C(=O)OCc2ccccc2)cc1	i	i	i	i	i	i	·	i	0	i	i
Cc1cc(/C=C2\NC(=O)NC2=O)c(C)n1-c1ccc(N2CCOCC2)cc1	i	i	i	i	i	i	4	i	26	i	i
COc1c(O)ccc2cnn(-c3ccccc3C)c(=O)c12	i	i	i	i	i	i	-7	i	5	i	i
CCn1c(N2CCN(S(=O)(=O)c3ccc(F)cc3)CC2)nc2ccccc21	i	i	i	i	i	i	-3	i	-4	i	i
O=C(c1ccncc1)N1CCN(S(=O)(=O)c2cc(C(F)(F)F)cc(C(F)(F)F)c2)CC1	i	i	i	i	i	i	-1	i	47	i	i
COc1ccc(C(=O)NCc2nnc(SCC(=O)N3CCCC3)o2)cc1OC	i	i	i	i	i	i	0	i	-1	i	i
O=C(CCN1C(=O)c2ccccc2C1=O)NCc1ccco1	i	i	i	i	i	i	9	i	-4	i	i
COc1cc(C)cc(C(=O)O)c1C1=C(O)c2cccc(O)c2C(=O)C1=O	i	i	i	·	·	i	5	·	·	·	i
O=C(COc1ccc(Br)cc1)NCCO	i	i	i	i	i	i	-3	i	4	i	i
O=C(Nc1nccs1)c1ccc(-c2ccccc2[N+](=O)[O-])o1	i	i	i	i	i	i	5	i	8	i	i
Fc1ccc(CNc2nc(-c3cccnc3)nc3ccccc23)cc1	i	i	35*	i	i	i	-3	i	2	-7.1*	i
Cc1ccc(S(=O)(=O)N(C)c2ccc(C(=O)NCc3cccnc3)cc2)cc1	i	i	i	i	i	i	-3	i	-3	i	i
Cc1ccc(C(=O)c2ccccc2C(=O)O)c(O)c1	i	i	i	i	i	i	-12	i	0	i	i
CCOc1cc(C)nc(N2CCC(C(=O)Nc3ccccc3OCC)CC2)n1	·	i	i	i	i	i	-2	i	-2	i	i
O=C(O)C1C2CCC(C2)C1C(=O)Nc1ccc(Cl)c(Cl)c1 (stereo unspecified)	i	i	i	i	i	i	-1	i	0	i	i
CCn1c(C)csc1=NC(=O)c1ccccc1	i	i	i	i	i	i	-2	i	-4	i	i
Cn1c(=O)c2c(nc3n2CCS3)n(C)c1=O	i	i	i	i	i	i	4	i	-2	i	i
CCNC(=S)N1CCN(C(=O)C(Cc2ccccc2)NC(C)=O)CC1 (stereo unspecified)	i	i	i	i	i	i	-1	i	·	i	i
C/C(N)=N\S(=O)(=O)c1ccc(Cl)cc1	i	i	i	i	i	i	-3	i	1	i	i
CCCc1cc(=O)oc2cc(C)c(CN3CCCC3)c(O)c12	i	i	i	i	i	i	5	i	-6	i	i
Cc1ccc(-n2c(-c3ccccc3)n[nH]c2=S)cc1	i	i	i	i	i	i	14	i	-2	i	i
COc1ccc2nc(N3CCCC(C(=O)NCCCN4CCN(C)CC4)C3)sc2c1 (stereo unspecified)	i	i	i	i	i	i	13	i	-7	i	i
CCC(C)NC(=O)CSc1nnc(-c2cc(-c3cccs3)nc3ccccc23)o1 (stereo unspecified)	i	i	i	i	i	i	3	i	6	i	i
COc1ccc(-c2nnc(SCC(=O)Nc3cc(S(=O)(=O)N4CCCCC4)ccc3Cl)n2N)cc1	i	i	i	i	i	i	2	i	-13	i	i
CCn1c(CNC(=O)c2ccco2)nnc1SCC(=O)c1ccccc1	i	i	i	i	i	i	-7	i	-17	i	i
O=C(Nc1ccccc1C(=O)NCc1cccnc1)c1ccco1	·	i	i	i	i	i	-5	i	5	i	i
O=S(=O)(CCc1nc2ccccc2[nH]1)c1ccc(Br)cc1	i	i	i	i	i	i	·	i	-5	i	i
COc1ccc(C(=O)N(Cc2ccccc2)c2cccc(C)c2)cc1	i	i	i	i	i	i	9	i	6	i	i
O=C(Nc1ccccc1C(F)(F)F)c1cc(-c2ccccc2O)on1	i	i	i	i	i	i	-10	i	-4	i	i
O=C1CC(Cc2ccc(Br)cc2)C(=O)N1c1ccccc1 (stereo unspecified)	i	i	i	i	i	i	0	i	-2	i	i
CC[N+]1(CC)CC2=Cc3c(ccc4ccccc34)C(C)C2C1 (stereo unspecified)	i	i	i	i	i	i	-10	i	9	i	i
COc1cccc(NCc2cc(=O)oc3cc(C)c(C(C)C)cc23)c1	i	i	i	i	i	i	3	i	9	i	i
CCN(C(=O)Cn1nc(C)n2c(cc3cc(C)ccc32)c1=O)c1ccccc1	i	i	i	i	i	i	-7	i	4	i	i
O=C(CCN1CCN(c2ccccc2)CC1)NNC(=S)Nc1ccccc1Cl	i	i	i	i	i	i	-6	i	4	i	i
COc1ccccc1NC(=O)C(C)OC(=O)/C=C/c1ccc2ccccc2n1 (stereo unspecified)	i	i	i	i	i	i	-2	i	-7	i	i
Cc1cc(C)n2nc(C(=O)Nc3ccc4c(c3)CCC4)nc2n1	i	i	i	i	i	i	2	i	16	i	i
COc1ccc2cc3c(N)c(C(=O)NCc4ccco4)sc3nc2c1	i	i	i	i	i	i	-5	i	4	i	i
COC(=O)c1ccc(CN2C(=O)c3ccccc3C2=O)cc1	i	i	i	i	i	i	0	i	-1	i	i
O=C(CN1CCC2(CC1)OCCO2)c1c[nH]c2ccccc12	·	i	i	i	i	i	7	i	3	i	i
O=C(Nc1cccnc1)C1CCCN(S(=O)(=O)c2cccc3nsnc23)C1 (stereo unspecified)	i	i	i	i	i	i	0	i	2	i	i
O=C(NCC1CCCO1)c1cc(-c2ccc(F)cc2)no1 (stereo unspecified)	i	i	i	i	i	i	-2	i	-4	i	i

Grouped by structure, the compounds so far containing a nitro group on carbon.
SMILES	ANO1 activ	MrgX1 antag	MrgX1 ag	TRPC6 act	TRPC6 inh	MrgX1 allo act	HDAC3 inh	RGS4 block	SKKanGAS inh	RGS4 pot	ANO1 block
COc1ccc([N+](=O)[O-])cc1NC(=O)C(C)OC(=O)C1CCC1 (stereo unspecified)	i	i	i	i	i	i	·	i	-1	i	i
O=C(Nc1nccs1)c1ccc(-c2ccccc2[N+](=O)[O-])o1	i	i	i	i	i	i	5	i	8	i	i

Next part.
SMILES	ANO1 activ	MrgX1 antag	MrgX1 ag	TRPC6 act	TRPC6 inh	MrgX1 allo act	HDAC3 inh	RGS4 block	SKKanGAS inh	RGS4 pot	ANO1 block
Cc1cc2cc3c(cc2nc1SCC(=O)N1CCN(C(=O)c2ccco2)CC1)OCO3	i	i	i	i	i	i	6	i	-2	i	i
CN(/N=C/c1ccncc1)c1cnc2ccccc2n1	i	i	i	i	i	i	-1	i	-5	i	i
O=C(CN1C(=O)S/C(=C\c2cccc(Cl)c2)C1=O)NC1C=CS(=O)(=O)C1 (stereo unspecified)	i	i	i	i	i	i	?	i	12	i	i
CC(=O)Nc1cccc(OCc2c(F)cccc2Cl)c1	i	i	i	i	i	i	4	i	-8	i	i
CN(C)c1ccc(/C=C2/C=C(c3ccc4c(c3)CCCC4)OC2=O)cc1	i	i	i	i	i	i	-1	i	0	i	i
CCCNC(=O)C(Sc1ccccc1)c1ccccc1 (stereo unspecified)	i	i	i	i	i	i	-2	i	2	i	i
CSCc1ccc(C(=O)NCC(c2cccs2)N2CCOCC2)cc1 (stereo unspecified)	i	i	i	i	i	i	-2	i	-3	i	i
COc1cc2c(cc1NC(=O)CN(C)Cc1ccc(OC)c(OC)c1)oc1ccccc12	i	i	i	i	i	i	15	i	14	i	i
CC(C)(C)C1CCCCC1NC(=O)c1ccncc1 (stereo unspecified)	i	i	i	i	i	i	-1	i	-1	i	i
CC(=O)N1CC(C)Sc2ccc(S(=O)(=O)NCCc3ccccc3)cc21 (stereo unspecified)	i	i	i	i	i	i	-8	i	-10	i	i
COC(=O)N/N=C/c1sc(N2CCCCC2)nc1-c1cccs1	i	i	i	i	i	i	0	i	-10	i	i
Cc1ccc(S(=O)(=O)N[C@H](C(=O)N2CCC(C(=O)N[C@@H](CCC(N)=O)C(=O)O)CC2)C(C)C)cc1	i	i	i	i	i	i	6	i	-4	i	i
CCOC(=O)Cn1nc(C)c(NC(=O)COc2cccc(Cl)c2)c1C	i	i	i	i	i	i	-7	i	·	i	i
CC(=O)c1ccc(N2CCN(C(=O)c3cccs3)CC2)c(F)c1	i	i	i	i	i	i	1	i	5	i	i
O=C(O)CNC(=O)c1ccc2c(c1)OCCO2	i	i	i	i	i	i	3	i	-2	i	i
O=C(OCCN=C1NS(=O)(=O)c2ccccc21)c1cccc([N+](=O)[O-])c1	i	i	i	i	i	i	-2	i	5	i	i
CC(C)C[C@H](NC(=O)N1c2ccccc2NC(=O)[C@@H]1C(C)C)C(=O)N1CCC[C@@H]1C(=O)O	i	i	i	i	i	i	9	i	-6	i	i
O=C(NCc1ccc(Cl)cc1)c1ccc2ccccc2n1	i	i	i	i	i	i	14	i	3	i	i
O/N=C/c1cc(Br)ccc1OCc1ccccc1F	i	-7.4*	i	i	i	i	7	i	26	i	i
CC1=C(C)CC(C(=O)Nc2nc(C)cs2)C(C(=O)O)C1 (stereo unspecified)	i	i	i	i	i	i	10	i	-4	i	i
CCCc1cc(=O)oc2c(C)c(OCC(=O)NCCCn3ccnc3)ccc12	i	i	i	i	-5.8*	i	-1	i	-3	i	i
Cn1c(=O)oc2cc(S(=O)(=O)N3CCN(Cc4ccc5c(c4)OCO5)CC3)ccc21	i	i	i	i	i	i	2	i	3	i	i
Cc1ccccc1CN(c1ccc(C(=O)N/N=C/c2ccc(OCC(N)=O)cc2)cc1)S(C)(=O)=O	i	i	i	i	i	i	-2	i	1	i	i
O=C(COC(=O)c1ccc(Cl)nc1)Nc1ncc(Cl)cc1Cl	i	i	i	i	i	i	4	i	-9	i	i
CC1CCCC(NC(=O)CCS(=O)(=O)c2ccc3c(c2)NC(=O)CS3)C1C (stereo unspecified)	i	i	i	i	i	i	2	i	-5	i	i
